High-throughput results deposited in PubChem BioAssay by Fisher Drug Discovery Resource Center.
hcGAS lum = Primary biochemical luminescence assay for human cyclic GMP-AMP synthase inhibitors; Q8N884; inhibition, % at 12.5 µM; actives 0.081% (n = 290,000); AID 1259398, 2018; recombinant h-cGAS, ATP depletion, Kinase-Glo luminescence;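 further: 0% = vehicle reaction and 100% = reaction without DNA for no activity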
Target sequence (Q8N884 whole entry, looked up): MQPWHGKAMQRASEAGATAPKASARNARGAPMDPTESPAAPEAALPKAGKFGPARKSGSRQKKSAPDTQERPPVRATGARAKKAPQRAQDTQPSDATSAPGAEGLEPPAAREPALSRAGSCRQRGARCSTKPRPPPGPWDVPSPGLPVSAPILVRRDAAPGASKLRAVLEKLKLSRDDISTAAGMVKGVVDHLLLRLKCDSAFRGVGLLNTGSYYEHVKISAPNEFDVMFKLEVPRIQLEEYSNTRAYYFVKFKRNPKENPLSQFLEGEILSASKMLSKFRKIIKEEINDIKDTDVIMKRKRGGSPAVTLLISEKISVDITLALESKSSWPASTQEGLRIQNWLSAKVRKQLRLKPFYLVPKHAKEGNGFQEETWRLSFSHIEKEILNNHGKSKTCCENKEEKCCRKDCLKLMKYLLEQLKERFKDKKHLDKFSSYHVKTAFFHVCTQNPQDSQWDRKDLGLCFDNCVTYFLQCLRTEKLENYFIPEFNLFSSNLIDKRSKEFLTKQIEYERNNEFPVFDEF
NPYLR7 ag = agonists of mosquito NPYLR7 receptor, primary screen, cell-based, Aedes aegypti, calcium fluorescence, mosquito biting behavior. Aedes aegypti neuropeptide Y-like receptor 7 (NPYLR7). HEK293T NPYLR7/Galpha15, GCaMP6s calcium fluorescence. activation, % at 10 µM. actives 0.15% (n = 270,000). AID 1259423, 2018; in the data active means activation above about 40%;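 further: 0% = vehicle and 100% = reference agonist at the receptor; some compounds past the cut are filed as inactive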
mcGAS inh = cyclic GMP-AMP synthase inhibitors, mouse, primary biochemical chemiluminescence | Q8C6L5 | recombinant cGAS, Kinase-Glo ATP depletion luminescence | inhibition, % at 12.5 µM | actives 0.15% (n = 160,000) | AID 1259399, 2018;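 further: 0% = negative control wells and 100% = reference inhibitor with no enzyme activity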
An asterisk follows results filed as active; . = no result given; & = joins results of further samples. Unless noted, no stated cut-off is given here; in the data, active means inhibition above about 40%; inactive means the rest. The order is random; about 0.26% have a hit in one of these screens.

The opening 5 entries (preview)
Structure | hcGAS lum | mcGAS inh | NPYLR7 ag
CC(CNC(=O)N1CCCC(N(C)C)C1)Cc1cccs1 (centres undefined) | 0 | -2 | 3
Cc1ccc(CNC(=O)C2CCCN(C3CCN(C(=O)C4CC4)CC3)C2)s1 (centres undefined) | -8 | . | 21
N#Cc1ccccc1COC1C[C@](OCc2ccc(F)cc2)(C(=O)NCCN2CCCC2)C[C@@H](O)[C@H]1O (some centres undefined) | 3 | 0 | -6
CCN1CCN(C(=O)c2ccc(Nc3c(Oc4ccc5c(c4)OCO5)cnn(C)c3=O)cc2)CC1 | -6 | -3 | -6
COc1cc(Nc2ccc(S(=O)(=O)C(F)(F)F)cc2[N+](=O)[O-])cc(OC)c1 | -5 | -7 | 13

The list itself, from the first entry:
Structure | hcGAS lum | mcGAS inh | NPYLR7 ag
CC(CNC(=O)N1CCCC(N(C)C)C1)Cc1cccs1 (centres undefined) | 0 | -2 | 3
Cc1ccc(CNC(=O)C2CCCN(C3CCN(C(=O)C4CC4)CC3)C2)s1 (centres undefined) | -8 | . | 21
N#Cc1ccccc1COC1C[C@](OCc2ccc(F)cc2)(C(=O)NCCN2CCCC2)C[C@@H](O)[C@H]1O (some centres undefined) | 3 | 0 | -6
CCN1CCN(C(=O)c2ccc(Nc3c(Oc4ccc5c(c4)OCO5)cnn(C)c3=O)cc2)CC1 | -6 | -3 | -6
COc1cc(Nc2ccc(S(=O)(=O)C(F)(F)F)cc2[N+](=O)[O-])cc(OC)c1 | -5 | -7 | 13
C=CCN(CC(O)COc1ccccc1)CC1CC(c2ccccc2)=NO1 (centres undefined) | 0 | -2 | -1
CCN(Cc1nc2ccccc2c(=O)[nH]1)c1ncnc2c1cnn2C | -6 | -10 | 5
Cc1nc2ccc(C(=O)c3cc(Cl)ccc3O)cn2c(=O)c1CCC(=O)O | -2 | . | 7
CCCCc1ccc(C(=O)Nc2c(-c3ccc(C)cc3)nc3cc(C)ccn23)cc1 | -9 | -10 | -1
Cc1cccc(Nc2cc(C)nc3c4c(C)cc(C)nc4nn23)c1 | 1 | -1 | -1
O=C(NCC(=O)N1CCCc2sccc2C1)OCC(F)(F)F | -9 | -16 | -3
COc1cc(-c2cc(C(=O)O)c3[nH]c(-c4ccccc4)nc3n2)ccc1O | 0 | -7 | 16
COc1nc(OC)nc(-c2ccc(C)cc2-n2cccn2)n1 | -5 | -9 | 2
CN(C)C(=O)C1CN(C(=O)c2ccc(Oc3ccccc3)cc2)c2ccccc2O1 (centres undefined) | -5 | -7 | 13
CN(CC1Cc2ccccc2O1)C(=O)c1cn(Cc2ccccc2F)nn1 (centres undefined) | -12 | -13 | 19

Single values from the list.
NPYLR7 ag result of COc1cc(Nc2ccc(S(=O)(=O)C(F)(F)F)cc2[N+](=O)[O-])cc(OC)c1 reads 13
hcGAS lum result of Cc1ccc(CNC(=O)C2CCCN(C3CCN(C(=O)C4CC4)CC3)C2)s1 (centres undefined) reads -8
hcGAS lum result of COc1nc(OC)nc(-c2ccc(C)cc2-n2cccn2)n1 reads -5
mcGAS inh result of CC(CNC(=O)N1CCCC(N(C)C)C1)Cc1cccs1 (centres undefined) reads -2
mcGAS inh result of O=C(NCC(=O)N1CCCc2sccc2C1)OCC(F)(F)F reads -16
NPYLR7 ag result of CCN(Cc1nc2ccccc2c(=O)[nH]1)c1ncnc2c1cnn2C reads 5

Next records
Structure | hcGAS lum | mcGAS inh | NPYLR7 ag
COc1ccc(OC)c(C2SC(C)C(=O)N2CCC(=O)NCCN(C)C)c1 (centres undefined) | -5 | -7 | 19
COc1cc(OC)c(OC)cc1CN1CCC(CCC(=O)NCC2CCCO2)CC1 (centres undefined) | -10 | . | -2
Cc1nn(-c2ccc(C(F)(F)F)cc2)c(C)c1C(=O)N[C@@]1(c2ccccc2)CCCC[C@H]1O | -3 | . | 3
CSc1nc2c(c(=O)[nH]c(=O)n2C)n1Cc1cccc(C)c1 | 9 | 5 | -18
O=C(O)c1csc(S(=O)(=O)N2CCCc3cc(Cl)ccc32)c1 | -7 | . | -19
Cc1c(C(=O)NCCOc2ccccc2)cnc2c(-c3cccs3)cnn12 | -16 | -8 | 12
CCN1C(=O)CN(CN(Cc2cccc(F)c2)C2CC2)C1=O | -9 | . | 1
CC(C)c1nccc(CN(Cc2ccncc2)Cc2ccc(F)cc2)n1 | -2 | -10 | -3
O=[N+]([O-])c1ccc(CSc2ncnc3c2ncn3[C@@H]2O[C@H](CO)[C@H](O)C2O)cc1 (some centres undefined) | -8 | -3 | 6
CCOc1ccc2nc(NC(=O)Cn3nc(C(=O)N4CCOCC4)cc3C)sc2c1 | -4 | . | -3
Cc1ccc(-n2nc(C(=O)NCc3cccnc3)c(=O)n(Cc3cccc(Cl)c3)c2=O)cc1F | 0 | 2 | -3
Ic1ccc(N2CCN(Cc3c[nH]c4ncccc34)CC2)cc1 | 0 | -1 | 1
COCCN(Cc1ccc(OC)cc1)c1c(C)nc2ccc(C(=O)N3CCN(C(=O)c4ccco4)CC3)cn12 | -7 | -3 | -4
CCn1cc(C(CC(=O)NC2CC2)c2cccc(Cl)c2)c2ccccc21 (centres undefined) | -1 | -2 | .
COc1cc(-c2cc(C(F)(F)F)n3ncc(C(=O)Nc4ccc(Cl)cc4)c3n2)cc(OC)c1OC | -8 | -6 | 12
CC1CN(Cc2ccccc2)CCC1NC(=O)C1CC2CCC1O2 (centres undefined) | -6 | . | -20
CN1CCc2c(C#N)c(N3CCCCC3)nc(N3CCCC3)c2C1 | -13 | -2 | -2
O=C(c1ccc(Cl)cc1)N1CCOC(COCc2ccccc2F)C1 (centres undefined) | -7 | -4 | 9
O=C(c1cc2nc(-c3ccco3)cc(C(F)(F)F)n2n1)N1CCN(c2ccc(F)cc2)CC1 | -4 | -7 | 14
CN(CCNC(=O)c1cccnc1)S(C)(=O)=O | -3 | . | 18
O=S(=O)(c1ccc2c(c1)nc(SCc1ccccc1Br)n2CCCN1CCOCC1)N1CCOCC1 | -1 | -3 | 22
COc1ccc(C(NC(=O)C2CCN(CCOc3ccc(Cl)cc3)CC2)c2ccco2)cc1 (centres undefined) | -7 | -4 | 17
CCCCNC(=O)C1(C)CCN1C(=O)c1cccc(C)c1C (centres undefined) | -12 | -7 | 6
COc1ccc(OC)c(-n2c(-c3ccccc3)cc(C(=O)NCCN3CCCCC3)c2C)c1 | 3 | 1 | -12
O=C(C1CCN(S(=O)(=O)c2cccs2)CC1)N1CCN(c2ccccc2Cl)CC1 | -4 | . | 0
CCn1cc(S(=O)(=O)Nc2sc(C(=O)OC)cc2Br)cn1 | -3 | . | -1
COc1cc(NC(=O)C2(c3ccccc3)CC2)c(OC)cc1Cl | -17 | . | 0
COc1cc2oc(=O)c3c4c(cc5ccc(c1CCN(C)C)c2c53)OCO4 | 44* | 52* | 2
C1=CC[C@H]2CN(Cc3ccc(Cn4cccn4)cc3)C[C@H]2C1 | -3 | -10 | 3
CCNC(=O)C1(C)CCCN1C(=O)c1ccc2ccccc2c1 (centres undefined) | -7 | -5 | 2
Cc1ccc(N2CCn3c2nc2c3c(=O)n(C)c(=O)n2C)cc1Cl | -11 | -3 | 1
COc1ccc(-n2c(SCc3ccc(C(=O)N4CCOCC4)cc3)nnc2-c2ccc(C)cc2)cc1 | 1 | 0 | -4
CNC(=O)C1CCN(C(=O)C2CC2C)CC1 (centres undefined) | -3 | . | 0
Cc1cc(C)n2nc(SCc3nnc(C)o3)nc2n1 | 4 | 1 | 11
Cc1ccc(-n2ncc3c(C)nn(CC(=O)NCCc4ccccc4)c(=O)c32)c(C)c1 | -6 | . | 4
CCCNC(=O)c1cnn(-c2cc(C)cc(C)c2)c1-n1cccc1 | -4 | . | -6
CC(C)(C)OC(=O)N1CCN(C2CCOCC2)CC1 | -3 | -6 | -9
CCn1c(SCC(N)=O)nnc1-c1ccc(Cl)cc1Cl | -7 | -2 | 1
O=C(c1ccc(CC2CCCNC2)cc1)N1CCC(Nc2ccccn2)CC1 (centres undefined) | -5 | . | 2
O=C(Cc1cccs1)Nc1nccs1 | -7 | -4 | -3
CCCC/C(C)=N\n1c(-c2ccco2)csc1=NC | 4 | . | 0
Cc1nc2c(OCC3COc4ccccc4O3)cccn2c1N(C)Cc1cccs1 (centres undefined) | -3 | -1 | 8
CCN(C)C(=O)c1csc(N2CCN(CCOC)C2=O)n1 | -6 | . | -2
CCc1ccc(C(=O)N(Cc2nc3cc(C)ccc3o2)Cc2cc(F)ccc2F)cc1 | 1 | -3 | 3
CCC(CC)n1nc(C)cc1NC(=O)Cc1cnc2c(C)cccn12 | 2 | -7 | 1
CCc1nn(-c2ccccc2)c(NC(=O)c2cccc(=O)[nH]2)c1C | -2 | . | 8
C=CCn1c(SCC(=O)NCC2CCCO2)nnc1-c1ccccc1F (centres undefined) | -3 | -4 | 2
CCCCCCc1ccc(C(=O)N(Cc2cccc(OS(=O)(=O)CC)c2)C(C)CC)cc1 (centres undefined) | -6 | -6 | -2
Cc1cc(C)n(C(=O)CCCCCC(=O)n2nc(C)cc2C)n1 | -3 | . | -11
Cc1ccc(CNC(=O)Nc2ccccc2N2CCCC2)cc1 | -7 | . | 3
CSC1(CNC(=O)N2CCCC2c2cccs2)CCOCC1 (centres undefined) | -6 | . | -15
C=CCn1c(C2CCCCC2)n[nH]c1=O | -1 | -7 | .
O=C(c1ccccc1C1CCNC1)N1CCC(O)(Cn2ccnc2)CC1 (centres undefined) | -9 | . | -1
CCc1ccc(C(C)NC(=O)CN2CCN(c3nccs3)CC2)cc1 (centres undefined) | -8 | . | -3
CSc1ccc(C(=O)CCC(=O)NC2CCC(C(C)(C)C)CC2)cc1 (centres undefined) | 0 | 1 | -20
CC(NC(=O)C1CC(=O)Nc2cc(F)ccc21)c1ccc(F)cc1 (centres undefined) | -14 | . | 9
COc1ccc(CNC(=O)c2cccnc2N2CCN(S(=O)(=O)c3ccc(C(F)(F)F)cc3)CC2)cc1 | -2 | -6 | 18
CC1(C)Cc2c(ccc3ccccc23)C2=C(C#N)C(=O)C(=O)N21 | -6 | . | -1
Cc1cnccc1NCCn1ccnc1-c1sccc1C | -10 | -13 | .
COc1ccc(C2=NOC(CN(Cc3ccc(F)cc3F)CC(O)COCc3ccco3)C2)cc1 (centres undefined) | -2 | -4 | -2

(next part)
Structure | hcGAS lum | mcGAS inh | NPYLR7 ag
N#Cc1cccc(C(=O)Nc2ccc(C3=CSC4=NCCCN34)cc2)c1 | -10 | . | -1
CC(C)c1ccccc1NC(=O)C(C)N(C)CC1CCCN(C)C1 (centres undefined) | -2 | . | 2
Cc1ccccc1CN(Cc1ccc(F)cc1)CC(O)COCC(C)C (centres undefined) | 1 | -1 | -8
COc1ccc(C2c3[nH]c4ccccc4c3CCN2C(=O)CSc2ccccn2)c(F)c1 (centres undefined) | -8 | -10 | 6
CN1CCC(N2CCC(CN(Cc3ccncc3)C(=O)c3ccccc3)CC2)CC1 | -2 | -7 | 7
c1ccc(C(c2ccccc2)c2noc(CN3CCCC(c4nc5ccccc5[nH]4)C3)n2)cc1 (centres undefined) | -5 | -15 | 14
CCCCCc1nnc(NC(=O)c2ccc(CCNC(C)=O)cc2)s1 | -2 | -4 | 22
Cc1ccccc1CSc1nnc(CNC(=O)/C=C/c2ccc([N+](=O)[O-])cc2)n1-c1ccc(Cl)cc1Cl | -3 | -4 | -6
Cc1ccc(OCc2cc(C(=O)NC(c3cccnc3)C(F)(F)F)no2)cc1C (centres undefined) | -10 | -3 | -5
COC(=O)CC1CSCCN1Cc1csc(C(C)C)n1 (centres undefined) | -10 | . | 3
CC1(C(=O)Nc2nccs2)CCN1C(=O)CCCc1cccs1 (centres undefined) | -9 | -5 | 8
Cn1c(NNC(=O)c2ccccc2F)cc(=O)n(C)c1=O | -4 | -9 | 0
Cc1ccccc1-n1cc(CN(C)C(=O)c2cc3n(n2)CCN(C)C3)cn1 | -4 | . | 24
CN1CC2(CCCN(S(=O)(=O)c3cn(C)cn3)CC2)OC1=O (centres undefined) | -3 | -12 | .
O=C(c1ccco1)N1CCN(S(=O)(=O)c2cc(F)ccc2F)CC1 | -2 | -3 | 1
CC(C)(C)c1cc2nc(-c3ccccc3F)cc(C(=O)Nc3ccccc3F)n2n1 | -7&1 | -6&-4 | -7&19
CN(Cc1ccc2ccccc2c1)Cc1nc(N)nc(N)n1 | -1 | . | 3
O=C(NCCC1=CCCCC1)C(=O)NC1CC1 | -4 | . | 0
Cc1ccc(C2=N/C(=C\c3ccc(F)cc3)C(=O)O2)cc1C | -3 | . | -4
O=C(Cn1cnc2sc3c(c2c1=O)CCC3)NCC1CCCCC1 | -8 | . | 4
O=C(CSc1ncccn1)N1CCCC(c2n[nH]c(=O)n2-c2ccccc2)C1 (centres undefined) | -4 | . | 8
CC1=C(C(=O)OC(C)C)C(c2cccnc2)C2=C(CC(c3ccccc3)CC2=O)N1 (centres undefined) | -3 | -6 | -14
O=C(NCc1cccc(C(F)(F)F)c1)c1ccccc1N1CCC(NC(=O)C2CC2)CC1 | -6 | -10 | 15
COc1ccccc1NC(=O)CSc1ccc2nnc(-c3ccc(OC)c(OC)c3)n2n1 | -3 | -6 | 13
CC(=O)c1ccc(C(=O)N2CCc3c([nH]c4ccccc34)C2c2cccc(C)n2)s1 (centres undefined) | -3 | -5 | 12
Cc1cc(CC(=O)N2CCC3(CC2)CNC(=O)C3)ccc1F | -2 | -9 | .
